Hck Nef HTS – human Hck-Nef kinase inhibition; P08631; inhibition, % at 20 µM; AID 463187; Recombinant Hck-YEEI plus Nef, Z-Lyte FRET kinase assay; 220,000 compounds, 0.68% hits;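 active means Hck-Nef kinase inhibition above about 50%, limit read from the data; inactive means inhibition below that limit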;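 further: 0% = DMSO with Hck plus Nef and 100% = Hck alone without Nef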
Target sequence (P08631 whole entry, looked up): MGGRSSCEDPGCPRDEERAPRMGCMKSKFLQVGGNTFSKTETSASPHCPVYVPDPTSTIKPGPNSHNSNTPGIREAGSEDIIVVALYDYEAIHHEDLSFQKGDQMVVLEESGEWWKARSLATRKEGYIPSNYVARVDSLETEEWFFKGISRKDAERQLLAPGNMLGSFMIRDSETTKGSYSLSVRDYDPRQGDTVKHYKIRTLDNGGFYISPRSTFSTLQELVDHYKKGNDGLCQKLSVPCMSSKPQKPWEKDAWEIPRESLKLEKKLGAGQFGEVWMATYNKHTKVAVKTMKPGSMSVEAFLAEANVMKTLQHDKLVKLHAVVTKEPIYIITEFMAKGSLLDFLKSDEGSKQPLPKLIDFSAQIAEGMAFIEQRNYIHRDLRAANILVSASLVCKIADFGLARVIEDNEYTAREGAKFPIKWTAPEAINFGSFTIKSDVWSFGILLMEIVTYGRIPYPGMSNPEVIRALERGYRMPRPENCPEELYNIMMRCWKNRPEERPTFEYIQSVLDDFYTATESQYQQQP
14-3-3 Bad inh – disrupts binding of bovine 14-3-3 zeta to phospho-Bad peptide; 220,000 compounds, 0.71% hits; P63103; inhibition, % at 21.7 µM; TR-FRET 14-3-3zeta/Dy647-pBad peptide displacement, 1 h; AID 781;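 active means inhibition above about 70%, limit read from the data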;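 further: 0% = full 14-3-3 plus peptide FRET controls and 100% = background without 14-3-3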
Target sequence (P63103 whole entry, looked up): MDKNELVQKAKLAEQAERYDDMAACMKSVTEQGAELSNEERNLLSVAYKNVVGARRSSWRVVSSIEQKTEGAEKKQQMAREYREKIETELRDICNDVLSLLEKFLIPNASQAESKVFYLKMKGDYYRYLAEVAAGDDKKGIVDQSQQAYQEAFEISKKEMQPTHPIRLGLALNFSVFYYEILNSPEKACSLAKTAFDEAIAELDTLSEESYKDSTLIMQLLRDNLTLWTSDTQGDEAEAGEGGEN
Wee1 degr inh – inhibitors of human Wee1 degradation. 220,000 compounds, 1.2% hits. P30291. reporter increase, % at 5 µM. HeLa Luc-Wee1K328M stability, luciferase luminescence; 100% = proteasome inhibitor MG132 effect;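 active means activation above the mean of all tested compounds plus 3 SD, set per screening run, cut at about 8.8% in these data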;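 further: cells exposed to compound for 20 h before luminescence read; 0% = DMSO alone and 100% = MG132 at 30 µM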
Active calls of the source: *; x = no result given. Not all compounds are listed; the hit share may differ from the screen's.

1	CN(CC1CCCO1)S(=O)(=O)c1ccc(C(=O)Nc2nc3cc4c(cc3s2)OCO4)cc1 (stereo not drawn)
2	COc1cccc(-n2c(SCC(=O)N3CCOCC3)nc3c([nH]c4ccccc43)c2=O)c1
3	COc1ccc(-c2c(C#N)c(N)nc3c2CCCC3)cc1OC
4	NC(Cc1ccc2nsnc2c1)C(=O)O (stereo not drawn)
5	CCOc1ccc(-c2nn3c(-c4ccc(F)cc4)nnc3s2)cc1
6	COc1ccc(Br)cc1CNC(=O)C1CCC(=O)N1C(C)C (stereo not drawn)
7	CCOC(=O)c1cnc(Nc2nc3ccccc3o2)nc1CN1CCN(c2ccccc2)CC1
8	CCc1nnc2n1N=C(c1ccc(-c3ccc(Cl)cc3Cl)o1)CS2
entry no.	1	2	3	4	5	6	7	8
Hck Nef HTS	30.5	5.0	10.0	-6.1	-0.2	1.7	1.5	1.6
14-3-3 Bad inh	x	x	x	x	x	x	x	x
Wee1 degr inh	-4.1	-3.6	-2.7	-0.1	2.2	-0.4	0.1	6.4

9	CC(C)CC1N=C2c3ccccc3N=C(SCc3cc(=O)n4ccccc4n3)N2C1=O (stereo not drawn)
10	Cc1cc(=O)oc2cc(Oc3ccc([N+](=O)[O-])cc3C(F)(F)F)ccc12
11	CCN(CC)CCCN1C(=O)C(O)=C(C(=O)c2cccs2)C1c1ccccn1 (stereo not drawn)
12	CCCc1cc(N2CCCC(C(=O)Nc3cc(Cl)ccc3OC)C2)n2ncnc2n1 (stereo not drawn)
13	CC(/C=C/c1ccc2c(c1)OCO2)=N/NC(=O)CNc1ccc(C)cc1
14	CN1CCN(C(=O)c2ccc3c(c2)N(Cc2cccc(Cl)c2)C(=O)c2ccccc2S3=O)CC1 (stereo not drawn)
15	O=c1c2ccccc2nc(/C=C/c2cccc([N+](=O)[O-])c2)n1CCCO
16	CCC(c1nnnn1C(C)(C)C)N(Cc1cccs1)Cc1cc2cc(C)c(C)cc2n2nnnc12 (stereo not drawn)
entry no.	9	10	11	12	13	14	15	16
Hck Nef HTS	-0.3	0.8	2.9	-6.8	1.5	1.7	1.9	-9.0
14-3-3 Bad inh	x	x	x	x	x	x	x	x
Wee1 degr inh	0.9	-2.7	0.6	3.2	-1.2	0.1	-3.0	-1.8

17	CN1CCN(c2ncnc3c2sc2nc(N4CCOCC4)c4c(c23)CCC4)CC1
18	COC(=O)CC(C(=O)Nc1cc(C(=O)OC)cc(C(=O)OC)c1)N1CCN(C)CC1 (stereo not drawn)
19	COc1cccc(Cn2c(NCc3ccccn3)nc3c2c(=O)n(C)c(=O)n3C)c1
20	COc1ccc(Cc2nnc3n2N=C(c2cc4ccccc4o2)CS3)cc1OC
21	CCOC(=O)c1ccc(NCc2ccncc2)cc1
22	Clc1ccc(C(c2nnnn2C2CCCC2)N2CCN(c3nc4ccccc4s3)CC2)cc1 (stereo not drawn)
23	CN(C)CCCN1C(=O)C(=O)/C(=C(/O)c2ccc3c(c2)OCO3)C1c1ccco1 (stereo not drawn)
24	Cc1ccccc1-c1nnc(SCC(=O)Nc2c(C)n(C)n(-c3ccccc3)c2=O)o1
entry no.	17	18	19	20	21	22	23	24
Hck Nef HTS	2.7	0.1	8.5	0.1	-2.3	4.4	0.8	0.1
14-3-3 Bad inh	x	x	x	x	x	x	x	x
Wee1 degr inh	-0.9	0.4	-1.1	-1.9	-0.8	-0.9	-1.1	-1.1

25	COc1ccc(-n2c(=O)c3c4c(sc3n3cnnc23)CC(C)CC4)cc1 (stereo not drawn)
26	CC(C)(NC(=O)N1CCOCC1)c1cccc(C(C)(C)NC(=O)N2CCOCC2)c1
27	COc1ccc(-c2nnc(SCC(=O)N3CCCC3)o2)cc1OC
28	Cc1cc(C)c2cc(C#N)c(N3CCCN(S(=O)(=O)c4ccccc4)CC3)nc2c1
29	CN(C)c1ccc(/C=C2\C(=O)N(c3ccc([N+](=O)[O-])cc3)N=C2N2CCOCC2)cc1
30	O=C(Oc1ccc(Br)cc1C(=O)/C=C/c1ccccc1F)c1ccco1
31	CCOc1ccc(-n2c(SCC(=O)NCc3ccco3)nc3c([nH]c4ccccc43)c2=O)cc1
32	O=C(NCCN1CCOCC1)c1ccc(CS(=O)(=O)c2ccc(Br)cc2)o1
entry no.	25	26	27	28	29	30	31	32
Hck Nef HTS	0.5	9.0	14.5	-3.4	5.3	-1.8	4.7	0.0
14-3-3 Bad inh	x	x	x	x	x	x	x	x
Wee1 degr inh	4.3	-1.0	-1.4	-0.9	0.2	-0.2	-0.1	-0.7

33	Cc1cc(C)c2cc(CN(CC3CCCO3)C(=O)NC3CCCCC3)c(=O)[nH]c2c1 (stereo not drawn)
34	COc1ccc(-c2c(C#N)c(N)nc3c2c(=O)n(C)c(=O)n3C)cc1Cl
35	CC(C)n1c(SCC(=O)N2c3ccccc3CCc3ccccc32)nc2c1c(=O)n(C)c(=O)n2C
36	NC(=O)C1CCN(CCCNC2CC(=O)N(Cc3ccc(N4CCCC4=O)cc3)C2=O)CC1 (stereo not drawn)
37	COC(=O)N/N=C(C)/C=C/c1ccccc1
38	Cn1c(=O)c2c(nc(CN3CCOCC3)n2Cc2ccccc2)n(C)c1=O
39	O=C(Cc1ccccc1)NCc1nc2ccccc2[nH]1
40	CCOC(=O)C1=C(O)/C(=C/c2ccc(C)o2)SC1=NC(=O)c1ccccc1C
entry no.	33	34	35	36	37	38	39	40
Hck Nef HTS	-3.9	7.8	18.3	19.8	1.0	-0.4	2.1	55.3*
14-3-3 Bad inh	x	x	x	x	x	x	x	x
Wee1 degr inh	0.2	-1.9	-1.9	1.6	-2.6	-0.9	0.3	-1.5

41	COc1ccc(N=CC2=C(Nc3ccc(OC)cc3)c3c(C)nn(-c4ccccn4)c3CC2)cc1
42	CCOC(=O)CN1C(=O)C(Sc2nnc(-c3ccccc3OC)s2)CCc2ccccc21 (stereo not drawn)
43	COc1ccc(CNC(=O)c2cc3c(=O)n4ccccc4nc3n(Cc3ccco3)c2=N)cc1
44	COc1ccccc1C1c2c(oc3ccc(Cl)cc3c2=O)C(=O)N1c1cc(C)on1 (stereo not drawn)
45	O=C(CSc1nc2sc3c(c2c(=O)n1Cc1ccco1)CCC3)N1CCc2ccccc21
46	Cc1ccc(C(C(=O)NC(C)(C)C)N(Cc2ccco2)C(=O)CCC(=O)Nc2nccs2)cc1 (stereo not drawn)
47	O=C(NC(=S)Nc1ccc(N2CCCCC2)c(Cl)c1)c1cccs1
48	CCOC(=O)c1c(NC(C)=O)sc2c1CCC(C=NCCCN(CC)CC)=C2Sc1ccccc1
entry no.	41	42	43	44	45	46	47	48
Hck Nef HTS	8.1	0.1	1.4	2.3	4.7	-5.7	0.5	8.0
14-3-3 Bad inh	x	x	x	x	x	x	x	x
Wee1 degr inh	-3.1	4.2	-0.9	0.3	-2.3	-0.2	0.3	4.4

49	CCc1ccc(CNC(=O)C(=O)NCCc2ccc(OC)c(OC)c2)cc1
50	CCOC(=O)C1CCN(C(c2cc3cc(C)cc(C)c3[nH]c2=O)c2nnnn2C2CCCCC2)CC1 (stereo not drawn)
51	CN(C)c1ccc(NC(=O)c2cc3c(=O)n4ccccc4nc3n2C)cc1
52	CCn1c(SCC(=O)N2c3ccccc3CCc3ccccc32)nc2c1c(=O)n(C)c(=O)n2C
53	Clc1ccc(Br)cc1-c1nc(-c2cccnc2)no1
54	O=C(CCS(=O)(=O)c1ccccc1)Nc1nc(-c2ccccn2)cs1
55	Cc1nnc(-n2ncc(C#N)c2N)c2nn(-c3ccccc3F)c(C)c12
56	CCOc1ccccc1C(=O)Nc1ccc(-c2nnc(-c3ccc(C)cc3)o2)cc1
entry no.	49	50	51	52	53	54	55	56
Hck Nef HTS	2.0	-0.4	2.3	-1.3	1.6	-0.1	9.1	1.9
14-3-3 Bad inh	x	x	x	x	x	x	x	x
Wee1 degr inh	0.3	1.1	-2.1	0.5	1.1	4.2	7.3	-1.8

57	CCN(CC)S(=O)(=O)c1ccc(OC)c(NC(=O)c2cccc([N+](=O)[O-])c2C)c1
58	CCOC(=O)c1[nH]c2ccccc2c1N=CN(C)C
59	CCOC(=O)C1=C(C)N=c2sc(=C(C)C)c(=O)n2C1c1ccc(N(C)C)cc1 (stereo not drawn)
60	CN(CC(=O)Nc1ccccc1Cl)C(=O)COC(=O)CNC(=O)c1ccc(Br)o1
61	Cn1c(OCc2cccnc2)nc2c1c(=O)n(Cc1ccc(Cl)cc1)c(=O)n2C
62	Cc1c(C(=O)NC(=S)Nc2ccc(NC(=O)c3cccs3)cc2)cccc1[N+](=O)[O-]
63	CCn1c(=S)sc2nc(C)sc21
64	COc1cccc(OCCOc2ccccc2[N+](=O)[O-])c1
entry no.	57	58	59	60	61	62	63	64
Hck Nef HTS	-0.2	6.4	6.5	-0.2	9.8	1.9	-0.1	0.8
14-3-3 Bad inh	x	x	x	x	x	x	x	x
Wee1 degr inh	2.9	-0.6	3.9	-0.9	-1.5	-2.7	-1.0	1.0

65	CC1Cn2c(nnc2-c2cccs2)S1 (stereo not drawn)
66	Cc1cc(N2CCN(c3ccccn3)CC2)n2nc(C)nc2n1
67	Cn1c(=O)c2c(nc(CN3CCCCC3)n2CCCc2ccccc2)n(C)c1=O
68	COC(=O)c1sc(NC(=O)COc2ccc(OC)cc2)nc1C
69	COC(=O)c1cccc(Oc2nc(N3CCOCC3)nc(N3CCOCC3)n2)c1
70	O=c1cc(-c2ccc(F)cc2)oc2ccccc12
71	CCCOc1ccc(C2/C(=C(/O)c3ccccc3)C(=O)C(=O)N2CCCN(C)C)cc1OC (stereo not drawn)
72	O=C(Nc1ccc(Cl)c(Cl)c1)Nc1cc(C(=O)N2CCOCC2)ccc1N1CCCCC1
73	CN(C)c1cc(NC(=O)CN2CCOCC2)c2ccccc2n1
entry no.	65	66	67	68	69	70	71	72	73
Hck Nef HTS	0.7	16.7	6.3	8.5	-21.9	-8.3	-1.2	3.9	21.1
14-3-3 Bad inh	x	x	x	x	x	x	x	x	17.1
Wee1 degr inh	-0.2	0.6	4.9	-2.3	6.3	-0.3	-0.8	1.6	2.0

For convenience, 13 of the compounds above.
60	CN(CC(=O)Nc1ccccc1Cl)C(=O)COC(=O)CNC(=O)c1ccc(Br)o1
61	Cn1c(OCc2cccnc2)nc2c1c(=O)n(Cc1ccc(Cl)cc1)c(=O)n2C
62	Cc1c(C(=O)NC(=S)Nc2ccc(NC(=O)c3cccs3)cc2)cccc1[N+](=O)[O-]
63	CCn1c(=S)sc2nc(C)sc21
64	COc1cccc(OCCOc2ccccc2[N+](=O)[O-])c1
65	CC1Cn2c(nnc2-c2cccs2)S1 (stereo not drawn)
66	Cc1cc(N2CCN(c3ccccn3)CC2)n2nc(C)nc2n1
67	Cn1c(=O)c2c(nc(CN3CCCCC3)n2CCCc2ccccc2)n(C)c1=O
68	COC(=O)c1sc(NC(=O)COc2ccc(OC)cc2)nc1C
69	COC(=O)c1cccc(Oc2nc(N3CCOCC3)nc(N3CCOCC3)n2)c1
entry no.	60	61	62	63	64	65	66	67	68	69
Hck Nef HTS	-0.2	9.8	1.9	-0.1	0.8	0.7	16.7	6.3	8.5	-21.9
14-3-3 Bad inh	x	x	x	x	x	x	x	x	x	x
Wee1 degr inh	-0.9	-1.5	-2.7	-1.0	1.0	-0.2	0.6	4.9	-2.3	6.3

70	O=c1cc(-c2ccc(F)cc2)oc2ccccc12
71	CCCOc1ccc(C2/C(=C(/O)c3ccccc3)C(=O)C(=O)N2CCCN(C)C)cc1OC (stereo not drawn)
72	O=C(Nc1ccc(Cl)c(Cl)c1)Nc1cc(C(=O)N2CCOCC2)ccc1N1CCCCC1
entry no.	70	71	72
Hck Nef HTS	-8.3	-1.2	3.9
14-3-3 Bad inh	x	x	x
Wee1 degr inh	-0.3	-0.8	1.6
